Bioassay records: PubChem, National Center for Advancing Translational Sciences (NCATS)
B2AR arrestin = agonists driving beta-arrestin recruitment to human beta2-adrenergic receptor | P07550 | beta-arrestin recruitment to beta2AR, cell-based reporter | Potency, µM (top dose mostly 46.1 µM), for the others: at the top dose activation, most hits filed as activators | 0.02% of 330,000 active | AID 492947;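 note: potency is the fitted concentration of half-maximal effect; 0% = DMSO controls and full agonism = EC100 isoproterenol or metaproterenol; nearly all actives have a fitted effect of over 65% in size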
Target sequence (P07550 whole entry, looked up): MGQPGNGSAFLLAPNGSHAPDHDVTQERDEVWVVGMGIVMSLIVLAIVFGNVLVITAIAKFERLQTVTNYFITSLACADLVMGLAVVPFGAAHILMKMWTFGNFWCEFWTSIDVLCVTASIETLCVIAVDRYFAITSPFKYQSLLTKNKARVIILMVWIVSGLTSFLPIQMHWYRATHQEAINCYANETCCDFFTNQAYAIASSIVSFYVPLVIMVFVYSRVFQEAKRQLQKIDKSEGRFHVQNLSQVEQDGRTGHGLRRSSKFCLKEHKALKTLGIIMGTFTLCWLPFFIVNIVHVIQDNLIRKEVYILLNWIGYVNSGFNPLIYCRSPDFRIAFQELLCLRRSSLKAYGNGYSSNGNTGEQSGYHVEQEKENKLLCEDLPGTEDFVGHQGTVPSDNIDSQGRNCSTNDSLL
uPA surface inh = blocks generation of uPA at the cell surface; Potency, µM (series often up to 38.3 µM), for inactives: at the highest dose activity change, negative = inhibition, usual class: inhibitors; 0.31% of 330,000 active; cell surface uPA generation assay, qHTS; AID 540303; active = well fitted inhibition curve with a large enough effect; inconclusive = small, poorly fitted or top-dose-only effect; inactive = no such curve, though single readings can be large or run the other way; tested in mouse RAW 264.7 cells; note: potency is the fitted concentration of half-maximal effect; % is set by controls: 0 for no effect and ±100 for the full control effect; nearly all actives have a fitted effect of over 55% in size
TSHR antagonist = blocks TSH signaling through the human TSH receptor. P16473. TSHR-expressing cells, TSH-stimulated cAMP HTRF, 2 h; stronger effect = lower value. activity change, negative = inhibition, % at 11.5 µM. 0.2% of 330,000 active. AID 504810;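 active = activity change below a set negative limit, meaning inhibition stronger than a set level, cut at about -70% in these data; inconclusive = activity change between two set negative limits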; note: % is set by controls: 0 for no effect and ±100 for the full control effect
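Inhibition of cAMP made by TSHR-expressing cells under TSH stimulation (4nM final, EC80; 2 h, 37 deg C) is quantified with a one-step lysis HTRF kit, anti-cAMP cryptate versus cAMP-d2.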
Tb PFK inh = blocks T. brucei phosphofructokinase; 0.17% of 330,000 active; T. brucei PFK, ADP-Glo luminescence; O15648; Potency, µM (highest dose often 57.5 µM), inactives show top-dose activity, negative = inhibition, most hits filed as inhibitors;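 note: potency is the fitted concentration of half-maximal effect; 0% = uninhibited 1x PFK enzyme wells and -100% = no-enzyme wells; nearly all actives have a fitted effect of over 60% in size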
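In TEA buffer at pH 8.0 with 5 mM MgCl2, enzyme (1.25 nM) converted F6P (0.5 mM) and ATP (0.1 mM) for 45 min at room temperature. ADP product was read by luciferase luminescence.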
TSG101-PTAP inh = blocks PTAP/TSG101 interaction to inhibit HIV-1 budding | Fluorescence polarization, FITC-PTAP peptide / Tsg101 binding | Potency, µM (series often up to 115 µM), inactives show at the highest dose activity change, negative = inhibition, actives largely listed as inhibitors | 340,000 tested, under 10 active | AID 493005; active = well fitted inhibition curve with a large enough effect in the main read-out, with a control signal flat, not every such curve was filed as active; inconclusive = small, poorly fitted or top-dose-only effect, or effect the other way, or a change in a side signal; inactive = no such curve, though single readings can be large or run the other way; note: potency is the fitted concentration of half-maximal effect; % of control where 0% means no effect
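Fluorescence anisotropy tracks displacement of a FITC-tagged PTAP peptide (50 nM) from the Tsg101 binding domain (10 uM), following a 20 min room-temperature incubation at pH 7.5.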
USP2a inh = USP2a (human) protease inhibition; 0.01% of 330,000 active; Potency, µM (top dose mostly 38.3 µM), for inactives: top-dose activity change, negative = inhibition, actives largely listed as inhibitors; USP2 core, Ub-CHOP2 coupled fluorogenic reporter, 485/531; AID 463254;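 note: potency is the fitted concentration of half-maximal effect; plate controls were DMSO wells for no effect and full inhibition by NEM control for full effect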
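Deubiquitinase activity read as fluorescence (485/531 nm) after Ub-CHOP2 cleavage activates the enterokinase reporter on its substrate; USP2 core 10nM, Ub-CHOP2 and substrate 25nM each, 30min compound preincubation then 60min RT; data normalized to NEM, curves fitted.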
Chronic BCR inh = chronic active BCR signaling inhibition. ABC-DLBCL IkBa-CBG/CBR reporter, luminescence ratio, 4 h. Potency, µM (highest dose often 46.1 µM), without a hit: top-dose ratio change, negative = lower green/red ratio, most hits filed as inhibitors. 0.05% of 340,000 active. AID 493014; active = well fitted inhibition curve with a large enough effect in the signal ratio, with a control signal flat, not every such curve was filed as active; inconclusive = small, poorly fitted or top-dose-only effect, or effect the other way, or a change in a side signal; the % refers to the signal ratio;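 note: potency is the fitted concentration of half-maximal effect; plate controls were basal doxycycline-induced cells for no effect and cells given 10 µM MG132 for full effect; MG132 reads +100%, hits lower the ratio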
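Doxycycline induced both beetle luciferases in TMD8 lymphoma cells; IKK-driven degradation limits the IkappaBalpha-fused green signal, while red luminescence normalises for cell number and nonspecific effects. Compounds tested up to 46 uM, 4 hrs.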
Mito fusion yeast = inhibitors of mitochondrial division or activators of mitochondrial fusion. S. cerevisiae fusion-defective mutant growth rescue, CellTiterGlo 48 h. Potency, µM (top dose mostly 46.1 µM), inactives show at the top dose growth rescue (activation), usual class: activators. AID 485298. 0.23% of 320,000 active;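 note: potency is the fitted concentration of half-maximal effect; % of control where 0% means no effect; nearly all actives have a fitted effect of over 45% in size; temperature-sensitive fusion mutants such as fzo1-1 at 37 °C on non-fermentable ethanol glycerol medium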
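Luminescent cell viability in 1536-well qHTS format served as the measure of rescued growth in ts fusion-mutant S. cerevisiae cultured on non-fermentable YPEG for 48 hours at 37C.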
TCR activator = activators of T cell receptors; primary human leukocytes, anti-CD3, IL-2 HTRF, 48 h; Potency, µM (top dose mostly 9.22 µM), for inactives: at the top dose activation of IL-2 secretion, most hits filed as activators; 330,000 tested, under 10 active; AID 504894; note: % of control where 0% means no effect
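IL-2 produced over 48 hr by a-CD3 bead-stimulated primary human leukocytes exposed to compounds was detected with a homogeneous time-resolved FRET immunoassay, 665nm acceptor signal after 320nm excitation.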
ELG1 repair inh = ELG1-dependent DNA repair inhibition; HEK293T ELG1-luciferase reporter, luminescence, 16 h; DNA damage induced by 5-fluorouridine; Potency, µM (series often up to 46.1 µM), for inactives: top-dose activity change, negative = inhibition, hits mostly inhibitors; 2.3% of 330,000 active; note: potency is the fitted concentration of half-maximal effect; % is set by controls: 0 for no effect and ±100 for the full control effect; nearly all actives have a fitted effect of over 55% in size
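HEK293T cells expressing luciferase-tagged ELG1 (2,000/well) received 5-Fluorouridine plus compound or DMSO for 16 hr at 37 °C. Luciferase was read by ONE-Glo luminescence after 30 min at room temperature.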
Eya2 phos inh = blocks the phosphatase activity of human Eya2. recombinant Eya2, OMFP fluorescence dephosphorylation (OMFP is methylfluorescein phosphate). Potency, µM (titrated, usually from 76.9 µM), without a hit: at the top dose activity, negative = inhibition, actives largely listed as inhibitors. 0.006% of 330,000 active. O00167; note: potency is the fitted concentration of half-maximal effect; % is set by controls: 0 for no effect and ±100 for the full control effect
Target sequence (O00167 whole entry, looked up): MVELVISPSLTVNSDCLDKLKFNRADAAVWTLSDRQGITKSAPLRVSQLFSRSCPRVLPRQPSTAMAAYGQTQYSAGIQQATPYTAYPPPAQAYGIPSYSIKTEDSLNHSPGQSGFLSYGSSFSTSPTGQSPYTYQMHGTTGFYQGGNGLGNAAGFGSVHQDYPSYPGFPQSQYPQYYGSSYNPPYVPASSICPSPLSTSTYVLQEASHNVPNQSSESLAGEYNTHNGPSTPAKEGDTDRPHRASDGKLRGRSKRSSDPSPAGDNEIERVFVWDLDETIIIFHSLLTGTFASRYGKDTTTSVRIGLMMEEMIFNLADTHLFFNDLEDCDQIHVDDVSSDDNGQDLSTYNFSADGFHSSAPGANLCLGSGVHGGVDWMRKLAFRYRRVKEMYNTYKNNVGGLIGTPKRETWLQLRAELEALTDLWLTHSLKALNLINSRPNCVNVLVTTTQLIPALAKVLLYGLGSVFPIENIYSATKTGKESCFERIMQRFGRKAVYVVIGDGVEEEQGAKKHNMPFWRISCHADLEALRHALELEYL
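Eya2 (0.2 uM) preincubated 10 min at ambient with compound, then OMFP substrate added at 50 uM; 10 min reaction in 50 mM HEPES pH 7.5, 50 mM NaCl, 5 uM MgCl2, 0.05% BSA, 1 mM DTT. Fluorescence read at Ex 485/Em 525 nm.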
* = called active by the depositor; u = inconclusive; x = not tested or not shown; [ ] = dose if it differs, or a comment. Unless noted, calls come from the whole dose curve; as a rule, active = well fitted curve in the direction sought with a large enough effect; inconclusive = small, poorly fitted or top-dose-only effect, or another doubt; inactive = no such curve, though single readings can be large; an effect the other way counts as inactive or inconclusive.

Each structure is followed by: B2AR arrestin, uPA surface inh, TSHR antagonist, Tb PFK inh, TSG101-PTAP inh, USP2a inh, Chronic BCR inh, Mito fusion yeast, TCR activator, ELG1 repair inh, Eya2 phos inh
Cc1ccccc1C(=O)Nc1ccnn1C1CCN(Cc2cccnc2)CC1
  0.0%, 15%, 8, 4%, -2%, -1%, 1%, -2%, -5%, -2%, -2%
COc1cc(C2C(C#N)=C(N)Oc3cc(C)n(CCc4ccccc4)c(=O)c32)cc2c1OCO2 (configuration not stated)
  -0.4%, 6%, 15, -2%, 0%, 4%, 0%, -2%, 0%, 0%, 11%
C=C(C)c1cccc(C(C)(C)NC(=O)Nn2cnnc2)c1
  -0.3%, 11%, 11, 2%, -3%, -3%, 0%, 6%, 4%, 5%, 3%
Cc1c(Cl)cccc1NCC(=O)NN=C1CCCC1
  -0.3%, 1%, -23, u, -4%, -1%, -1%, 10%, 2%, -6%, -1%
c1ccc(Cn2nnc3cnccc32)cc1
  0.0%, -11%, 13, -6%, 1%, -7%, -4%, 15%[9.22 µM], x, 7%, 2%[15.4 µM]
OCCN1CCN(CCOc2ccccc2-c2ccccc2)CC1
  -0.2%, 1%, 23, 0%, -2%, -3%, 2%, 9%, 1%[46.1 µM], -2%, 5%
CCOC(=O)c1c(C)nc(C)c(C(=O)OCC)c1-c1ccco1
  -1.0%, -9%, 0, -6%, -2%, 2%, -3%, -2%, 1%, 0%, -2%
Cc1c(NC(=O)C(C)OC(=O)c2ccc([N+](=O)[O-])s2)c(=O)n(-c2ccccc2)n1C (configuration not stated)
  0.0%, u, -3, 3%, -5%, 3%, 5%, 5%, 4%, -25%, 16%
COc1ccc(OC)c2[nH]c(=O)c(CCNC(C)=O)cc12
  0.0%, 7%, 4, -1%, -1%, 3%, 9%, 2%, -1%, -1%, 14%
COc1ccc(NC(=O)CCN2C(=O)/C(=C/c3ccc4c(c3)OCO4)SC2=S)cc1
  -0.2%, -1%, 3, -6%, 5%, 0%, u, 1%, 2%, 25%, 11%
CCc1cccc(NC(=O)[C@@H]2CCCN2C2=NS(=O)(=O)c3ccccc32)c1
  -0.2%, -13%, 16, -1%, 0%, 2%, -7%, 0%, -6%, 13%, -14%
COc1ccc2[nH]c(=O)c(CN(Cc3nnnn3CCc3ccccc3)CC3CCCO3)cc2c1 (configuration not stated)
  0.4%, -8%, 1, 2%, -7%, -9%, -17%, 5%, 1%, -3%, -8%
COc1ccc(OC)c(NC(=O)c2ccc3c(c2)C(=O)N(c2ccc(OC(C)=O)cc2)C3=O)c1
  0.2%, 8%, -1, -14%, -1%, -5%, -5%, -12%, 6%, 0%, 3%
N=c1n(CC(=O)c2ccc([N+](=O)[O-])cc2)c2ccccc2n1Cc1ccccc1Cl
  -0.5%, 3%, -4, 0%, -1%, 0%, 0%, -6%, -7%[46.1 µM], 0%, 5%
CC(=O)Nc1ccc(C2=CC(=O)CC(C)(C)C2)cc1
  0.1%, 1%, 9, 1%, -4%, 1%, u, 2%, 12%, u, 4%
CSc1ncc(CN2CCCC(C(=O)Nc3ccc(-c4ccco4)cc3)C2)cn1 (configuration not stated)
  -1.1%, -27%, -5, -14%, -4%, -1%, -10%, -1%, 3%, 2%, 7%
COc1nc(Oc2ccc(=O)n(C)n2)nc(N(C)C)n1
  -0.2%, 0%, 4, 4%, 0%, -1%, u, -1%, 2%, 11%, 16%
Clc1cccc(CSc2ccc(-c3cccnc3)nn2)c1
  -1.1%, -2%, 2, -10%, -4%, 9%, 8%, 3%, 3%, 6%, 1%
COCCCNC(=O)c1ccccc1C(F)(F)F
  0.2%, -1%, 23, -1%, -1%, 11%, 1%, 3%, -4%, -1%, -2%
N#Cc1c(-c2ccccc2)nc(SCc2cccc(C(F)(F)F)c2)[nH]c1=O
  -0.6%, -1%, -42, 3%, -11%, 0%, 10%, -19%, 5%, 12%, -12%
O=C(Nc1ccsc1C(=O)NC1CCCCC1)c1ccccc1
  -0.3%, 0%, -7, 3%, -2%, -1%, 15%, 12%, -6%, -12%, -5%
COC(=O)CCNC(=O)c1nn(Cc2ccccc2)c(=O)c2ccccc12
  -1.0%, 3%, -4, 16%, -1%, -1%, u, 10%, 6%, -3%, -9%
C=CCn1c(SCc2cccc3ccccc23)nnc1-c1cccnc1
  0.2%, x, -18, 0%, -6%, 2%, -2%, 4%, -13%, -21%, -20%
O=C(CN1N=C(c2ccc(Cl)cc2)CCC1=O)NCc1cccnc1
  -0.4%, 2%, 16, 6%, -3%, 1%, -4%, -3%, 13%[46.1 µM], 19%, -6%
O=C(O)Cn1nc(C(F)(F)F)c2c1CCC2
  -0.2%, 8%, 3, -2%, -3%, -2%, 0%, 2%, 9%, 0%, 4%
O=c1cc(-c2ccccc2Cl)oc2c(Br)ccc(O)c12
  -0.2%, -6%, -7, -3%, 2%, -1%, -1%, 4%, -10%, u, 2%
CC1(C)Cc2c(sc3nc(SCC(=O)NCc4ccccc4)n(-c4ccccc4)c(=O)c23)CS1
  -2.0%, 3%, 5, 1%, 0%, -8%, 8%, 3%, -6%, u, -2%
CCN(CC)S(=O)(=O)c1csc(C(=O)NCc2ccccc2)c1
  -0.1%, -5%, 2, -9%, -3%, 0%, -3%, -3%, 0%, -2%, -6%
COc1cccc(CNC(=O)CCCC(=O)Nc2cccc([N+](=O)[O-])c2)c1
  0.2%, 17%, 14, 1%, -2%, 1%, -6%, 3%, -6%, -7%, 1%
CN(C)c1cccc2c1c(NS(=O)(=O)c1cn(C)cn1)nn2C
  0.2%, -9%, 14, 0%, -7%, 0%, 4%, -1%, -7%, -9%, 1%
CCOC(=O)c1ccc(NS(=O)(=O)c2ccc(Cl)nc2)cc1
  -0.9%, x, -2, -2%, x, -1%, 0%, 23%, x, -15%, -1%
CCCOC(=O)C(C)Sc1n[nH]c(=O)[nH]c1=O (configuration not stated)
  -0.2%, 9%, -4, 3%, -4%, 2%, 1%, 0%, -1%, 2%, -18%
C=CCn1c(SCC#N)nc2sc(CC)cc2c1=O
  -0.1%, -9%, -1, 6%, 0%, 9%, -1%, 0%, -9%, -5%, 0%
COc1ccc(NC(=O)COC(=O)c2cc(C)oc2C)cc1OC
  0.1%, 5%, 8, 0%, 2%, 2%, u, -2%, 2%, -3%, -1%
COc1ccc(CN=C2NN=C(c3ccc(Cl)cc3)CS2)cc1
  0.1%, -3%, 11, -3%, 1%, 3%, u, 14%, 5%, u, -10%
Cc1ccc(C(=O)Nc2cccc3cccnc23)cc1C
  -0.9%, 3%, -5, 0%, -7%, -2%, u, 4%, x, u, -2%
CCCCCC1CC(CC(C)C(=O)Nc2nncs2)C(=O)O1 (configuration not stated)
  -0.6%, -2%, -6, -2%, 0%, 0%, 0%, 22%, 12%[46.1 µM], -7%, 3%
O=C1C2C3C=CC(C3)C2C(=O)N1CCN1CCN(S(=O)(=O)c2ccc3ccccc3c2)CC1 (configuration not stated)
  -0.3%, 1%, 2, 0%, -11%, -1%, u, 2%, 11%, -15%, -21%
CC1CCN(C(=O)Nc2cccc(NC(=O)N3CCC(C)CC3)c2)CC1
  -0.3%, -5%, -6, 2%, 1%, 5%, -10%, -7%, -28%, -21%, -5%
O=C(NCC(c1ccco1)N1CCN(c2ccccc2F)CC1)c1ccco1 (configuration not stated)
  -0.1%, 1%, 4, 0%, -1%, -2%, u, -2%, -2%, -11%, 9%
Nc1ccc(Br)cc1Br
  -0.8%, -6%, 1, -2%, -4%, 0%, u, 9%, -2%, 4%, 13%
Cc1cccc(CSc2ncccc2C(=O)O)c1
  -0.9%, 0%, 2, 0%, 0%, 0%, u, -3%, 5%, u, 17%
Cc1ccc(Cl)cc1NC(=O)Cn1nc(-c2cccs2)ccc1=O
  -0.8%, 5%, 22, -2%, -1%, -7%, 4%, 6%, 4%, 2%, -1%
Cc1cccc(Cc2nnc(CCC(=O)N(C)Cc3ccncc3C)o2)c1
  0.2%, 1%, 1, -1%, 0%, 0%, u, -3%, -5%, 5%, -19%
